# All columns: NCI-60 one-dose screen, growth in % after 48 h at 10 µM unless noted; 100 = growth as untreated, 0 = no growth, -100 = all killed.
# IGROV1 – IGROV1 ovarian cancer. 79,000 compounds, 4.7% hits. AID 1794786
# COLO 205 – COLO 205 colon cancer; 79,000 compounds, 7.3% hits
# OVCAR-4 – OVCAR-4 ovarian cancer cells; 80,000 compounds, 3.7% hits; AID 1794784
# SW-620 – SW-620 colon cancer; 82,000 compounds, 5.2% hits
# HCT-15 – HCT-15 colon cancer; AID 1794746; 82,000 compounds, 5.2% hits
# SK-OV-3 – SK-OV-3 ovarian cancer cells; 80,000 compounds, 3.2% hits; AID 1794785
# HCT-116 – HCT-116 colon cancer | 82,000 compounds, 7.3% hits | AID 1794798
# HT29 – HT29 colon cancer; 81,000 compounds, 7.4% hits
# KM12 – KM12 colon cancer cells; 82,000 compounds, 5% hits
# An asterisk follows results filed as active; · = not tested or not shown; & = joins results of further samples. How the source made its calls: active means growth percent below 10; inactive means the rest.
SMILES,IGROV1,COLO 205,OVCAR-4,SW-620,HCT-15,SK-OV-3,HCT-116,HT29,KM12
CC(=Nc1ccccc1)C1=C(O)C(Cc2cccc(F)c2)NC1=O (stereo not given),14,-56*,36,27,8.2*,4.3*,7.2*,-12*,-3.0*
C=CC(=O)Nc1cc(Nc2nccc(-c3cn(C)c4ccccc34)n2)c(OC)cc1N(C)CCN(C)C,-49*,-81*,-14*,-64*,-64*,15,-80*,-61*,-48*
C#C[C@]1(O)CC[C@H]2[C@@H]3CC=C4c5nc(Nc6ccc(OC)cc6OC)sc5CC[C@]4(C)[C@H]3CC[C@@]21C,43,-43*,45,-13*,-39*,·,-21*,-13*,-50*
Cc1ccc(C(=O)N2CCN(C)CC2)cc1C#Cc1cnc2cccnn12,95,126,·,103,104,119,102,94,106
CCOC(=O)/C=C1/SC(=Nc2ccc(C#N)cc2)N(Cc2ccco2)C1=O,26,50,51,12,-4.1*,92,-62*,35,61
O=C(O)c1cccc2oc(-c3ccccc3O)nc12,61,12,21,47,34,58,37,36,46
NNc1ccccc1[N+](=O)[O-],100,102,89,87,97,88,90,99,90
C=CCn1cc(/C=N\N=C2\C(=O)Nc3ccc(Cl)cc32)c2ccccc21,78,110,97,109,90,95,93,103,98
N#Cc1ccc(NC(=O)NN2CCCCCC2)cc1,121&128,124&113,104&108,105&128,106&96,110,109&102,113&114,111&113
O=c1cc(-c2nc(-c3ccccc3)c(-c3ccccc3)[nH]2)c2cc(Cl)ccc2o1,74,95,89,110,84,87,81,95,87
C[C@@H](C[C@H](CCO)c1ccccc1)c1ccoc1,91,106,99,94,104,96,101,101,96
CNc1ccccc1O,101,98,113,113,100,95,105,109,97
CCOC(=O)Nc1cccc(-n2cnc3cc(-c4ccc(O)cc4)ccc32)c1,32,-4.1*,56,26,9.7*,34,10,5.5*,3.2*
C[N+](C)(C)CC(=O)NNC(=O)Nc1ccc(Cl)cc1,114,124,109,117,110,105,113,117,102
CCOc1ccc(CC(O)CNCC(C)C)cc1 (stereo not given),117,·,116,99,107,110,103,87,104
COc1ccc2[nH]c(=O)c(CN3CCN(c4nccc(-c5ccc6ccccc6c5)n4)CC3)cc2c1,93,81,70,83,67,96,52,62,88
O=C(Nc1ccc(Cl)cc1)Nc1nc2ccc([N+](=O)[O-])cc2s1,15,-63*,-4.3*,0.2*,-43*,-12*,-35*,1.9*,-13*
CCN(CC)CC(O)c1ccc2ccc3ccc(O)cc3c2c1 (stereo not given),111,108,103,103,93,95,89,87,107
CC1OC2CC(=O)OC2C2=C1C(=O)c1c(O)c3c(c(O)c1C2=O)C1CC(O)C3(O)C(C)O1 (stereo not given),-37*,-73*,-100*,-36*,-16*,8.1*,-91*,-16*,-35*
N#Cc1c(Nc2ccc(Cl)cc2)nc2sc3cc(Cl)c(Cl)cc3n2c1=O,·,119,85,94,95,88,93,95,94
CCCc1c(C)[nH]c2ccccc2c1=O,89,117,·,106,97,123,102,99,111
CC1=NC(c2ccccc2)C2=C(N1)/C(=C/c1ccccc1)CCC2 (stereo not given),107,107,94,99,86,98,44,103,89
Cc1ccc(NC(=O)N[C@@H](Cc2cc(F)cc(F)c2)C(=O)NC2C(=O)N3C[C@H](O)C[C@H]3C(=O)N3CCCC[C@H]3C(=O)N[C@@H](CO)C(=O)N3C[C@H](C)C[C@H]3C(=O)O[C@H]2C)c(F)c1 (stereo not given in full),61,-12*,30,45,106,34,18,43,45
Cc1ccc(F)cc1NC(=S)NN,101,113,97,101,94,110,92,98,100
Oc1[nH]c2cc(Cl)ccc2c1/C=c1/ccc2c(c1)N=C(c1cc(F)cc(F)c1)N=2,43,-0.1*,49,25,37,1.5*,19,3.3*,13
COc1ccc(Cc2nnc(SCC(=O)Nc3ccc(Cl)cc3)n2-c2ccccc2)cc1,101,109,98,97,104,86,98,97,86
CNCCC=C1c2ccccc2CCc2ccccc21,92,95&79,91&89,103&98,93&99,96&99,90&80,65&34,99&87
CCOc1ccc(Nc2ccc(N)c(S(=O)(=O)O)c2)cc1,124,94,112,101,101,95,109,110,115
COc1ccc(NC(=O)CSc2nc3ccc(Cl)cc3c(=O)n2-c2ccccc2C(F)(F)F)c(OC)c1OC,75,93,-4.3*,94,98,30,70,97,96
Cc1ccc(OCCOCCOCCOc2ccc(C)n(O)c2=S)c(=S)n1O,72,8.0*,21,25,36,65,9.5*,30,31
CCCCn1c(O)c(C=N)c(=O)n(CCCC)c1=O,97,107,88,105,91,100,112,104,104
CCC(=O)Oc1ccc[nH]c1=O,88,103,106,118,91,94,103,109,91
Cc1ccccc1-n1c(C)nc2cc(NS(=O)(=O)c3ccccc3)ccc2c1=O,109,113,107,104,102,105,96,97,101
COc1ccccc1NCc1cccn1Cc1cccc2ccccc12,98,108,96,101,104,112,100,104,100
Cc1sc2c(c1C)C(c1ccc(Cl)cc1)=N[C@@H](CC(=O)NCCCCCNC(=O)COc1ccc(C3CCC(=O)NC3=O)cc1)c1nnc(C)n1-2 (stereo not given in full),22,-62*,23,23,33,-17*,20,13,14
Cc1ccc(-c2nnc(N3c4ccccc4C=Cc4ccccc43)o2)cc1,98,81,97,101,39,105,54,96,87
COc1ccc(-c2c(NC(=O)Nc3ccc(S(N)(=O)=O)cc3)cnn2-c2ccc(S(N)(=O)=O)cc2)cc1,111,112,109,100,106,100,106,104,103
O=C1CC(C(F)(F)F)=NN1C(=O)c1nn(-c2ccc(Cl)cc2)cc1O,89,125,79,97,70,75,74,110,80
CCOC(=O)c1c(NS(=O)(=O)c2ccc(C)cc2)sc2c1CCC1(C2)OCCO1,109,115,91,91,98,90,96,104,89
Cc1cccc(/C=N\N=C\c2cccc(C)n2)n1,100,109,104,101,105,·,98,106,110

# Overlap with the part before: 5 compounds; new compounds follow.
SMILES,IGROV1,COLO 205,OVCAR-4,SW-620,HCT-15,SK-OV-3,HCT-116,HT29,KM12
Cc1ccc(-c2nnc(N3c4ccccc4C=Cc4ccccc43)o2)cc1,98,81,97,101,39,105,54,96,87
COc1ccc(-c2c(NC(=O)Nc3ccc(S(N)(=O)=O)cc3)cnn2-c2ccc(S(N)(=O)=O)cc2)cc1,111,112,109,100,106,100,106,104,103
O=C1CC(C(F)(F)F)=NN1C(=O)c1nn(-c2ccc(Cl)cc2)cc1O,89,125,79,97,70,75,74,110,80
CCOC(=O)c1c(NS(=O)(=O)c2ccc(C)cc2)sc2c1CCC1(C2)OCCO1,109,115,91,91,98,90,96,104,89
Cc1cccc(/C=N\N=C\c2cccc(C)n2)n1,100,109,104,101,105,·,98,106,110
N#C/C(=C/c1ccnc2ccccc12)c1ccccc1,·,117,102,108,96,102,91,88,97
COC(=O)Nc1nc2ccc(C(=O)c3cccs3)cc2[nH]1,39,-40*,36,25,11,13,12,2.0*,7.5*
Cc1ccc(C(O)(CNCc2ccccc2)c2ccccc2)cc1 (stereo not given),93,90,95,96,99,89,65,80,93
CCCn1c(=S)sc2c1nc(C)n1c(Nc3ccccc3)nnc21,80,128,43,104,75,89,59,87,97
O=C1N=c2ccccc2=C/C1=C\c1cc(-c2ccccc2)[nH]c1O,80,98,87,98,86,108,99,102,93
COc1ccc2nc(NC(=O)c3ccc(F)cc3)sc2c1,99,115,·,101,85,104,95,90,93
COc1ccc(Nc2nc(SCCC(C)C)nc(-c3ccc(OC)cc3)c2C#N)cc1,105,99,87,98,100,61,88,82,97
O=C(CC1(O)C(=O)N(Cc2ccc(F)cc2)c2ccccc21)c1cccs1 (stereo not given),103,100,92,111,99,97,96,96,108
CCN(CC)CC(O)Cc1ccc(OC)cc1 (stereo not given),122,109,113,114,108,114,111,103,116
Oc1cccc(Nc2nc(-c3ccccn3)cs2)c1,100,103,101,·,78,95,97,112,103

# Given tab-delimited: 3 of the compounds above.
SMILES	IGROV1	COLO 205	OVCAR-4	SW-620	HCT-15	SK-OV-3	HCT-116	HT29	KM12
Cc1ccc(-c2nnc(N3c4ccccc4C=Cc4ccccc43)o2)cc1	98	81	97	101	39	105	54	96	87
COc1ccc(-c2c(NC(=O)Nc3ccc(S(N)(=O)=O)cc3)cnn2-c2ccc(S(N)(=O)=O)cc2)cc1	111	112	109	100	106	100	106	104	103
O=C1CC(C(F)(F)F)=NN1C(=O)c1nn(-c2ccc(Cl)cc2)cc1O	89	125	79	97	70	75	74	110	80

# Next records.
SMILES,IGROV1,COLO 205,OVCAR-4,SW-620,HCT-15,SK-OV-3,HCT-116,HT29,KM12
CCCCCC(Cl)(CCCC)CCCCC,104,101,101,105,107,97,100,104,108
COc1cc2nc(Cl)nc(Nc3cccc(C4=NN(C(C)=O)C(c5cc(OC)c(OC)c(OC)c5)C4)c3)c2cc1OC (stereo not given),71,98,96,69,65,101,83,90,80
O=C1C(Cl)=C(O)C2(Cl)C(Cl)=C(Cl)C12Cl (stereo not given),123&117,109&108,117,108&108,115&104,105&105,107&100,112&104,104&112
COc1ccc(-c2ccn(CC(O)CN3CCOCC3)n2)cc1OC1CCCC1 (stereo not given),104,·,107,92,90,·,101,95,96
O=C(CCCCCCN1CC(=O)N2[C@@H](c3cccc(F)c3)c3[nH]c4ccccc4c3C[C@H]2C1=O)NO,92,107,79,85,95,101,84,90,86
Cn1cc(-c2cc(N)n3nc(-c4c[nH]c5ccc(Br)cc45)cc3n2)c2cccnc21,-70*,-86*,-42*,-79*,-77*,-73*,-88*,-82*,-78*
COc1ccc(C(=O)CCN(C)C)c(OC)c1,102,106,100,100,98,90,98,93,97
O=C(NO)/C(CC(=O)c1ccc(O)cc1O)=N\O,109,115,106,111,101,115,121,115,116
CCc1ccccc1NCCO,107,132,95,117,96,111,88,104,109
CCOc1nc(-c2ccccc2)cc2c(O)c(C(=O)O)[nH]c(=O)c12,96,118,99,114,106,97,105,104,93

# Single records, as listed above. Screens in order: IGROV1 | COLO 205 | OVCAR-4 | SW-620 | HCT-15 | SK-OV-3 | HCT-116 | HT29 | KM12
# Results for COc1ccc(C(=O)CCN(C)C)c(OC)c1 → 102 | 106 | 100 | 100 | 98 | 90 | 98 | 93 | 97
# Results for Cn1cc(-c2cc(N)n3nc(-c4c[nH]c5ccc(Br)cc45)cc3n2)c2cccnc21 → -70* | -86* | -42* | -79* | -77* | -73* | -88* | -82* | -78*

# The list goes on:
SMILES,IGROV1,COLO 205,OVCAR-4,SW-620,HCT-15,SK-OV-3,HCT-116,HT29,KM12
COC(=O)c1ccc2c(c1)nc(-c1cc3ccccc3[nH]c1=O)n2-c1ccc(Cl)cc1,55,90,84,97,46,119,70,71,55
O=C(Nc1ccccc1)C1CN(Cc2ccc([N+](=O)[O-])cc2)CCS1 (stereo not given),93,89,91,101,99,91,83,94,87
O=S(=O)(c1ccccc1)n1nccn1,97,105,108,102,100,113,83,103,104
Cc1cc(Cl)ccc1NC(=O)Oc1ccc(C#N)cc1,99,108,99,102,99,92,101,104,99
O=C(/C=C/c1ccc(Cl)cc1)c1ccccc1,101,120,107,89,75,126,54,94,77
N=C1/C(=C2\Nc3ccccc3S2)CC(=O)N1c1ccc(C(N)=O)cc1,82,114,118,122,105,129,108,109,110
Oc1ccc(C=NCCN=Cc2ccc(O)cc2)cc1,104,98,107,105,108,·,99,105,104
Cc1coc(NS(=O)(=O)c2ccc(N=Nc3c(N)n(C)c(=O)n(C)c3=O)cc2)c1C,87,109,110,103,102,100,106,112,116
CC1=[N+](CCN(C)C)[B-](F)(F)OC(c2ccccc2)=C1,103,104,112,94,93,120,98,101,103
O=C(O)c1ccc(-n2cc(CNc3cccc(Cl)c3)c(-c3ccc(F)cc3)n2)cc1,102,120,100,110,81,106,89,111,94
C[C@]12CCC(=O)C=C1[C@@H](O)C[C@@H]1[C@@H]2[C@@H](O)C[C@@]2(C)[C@H]1CC[C@]2(O)C(=O)CO,110,119,101,109,107,86,97,98,100

# Compound activity from PubChem.
